DAX1 inh-1 = blocks DAX1 repression of SF-1 activated StAR promoter; HEK293T StAR-luciferase reporter, SF-1/DAX-1 repression relief; inhibition, % at 6.8 µM; hit rate 1.1% among 370,000; AID 652010;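 active = inhibition above the mean over all tested compounds plus 3 SD, cut at about 3.6% in these data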;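 note: 0% = DAX-1 cells with DMSO and 100% = cells lacking DAX-1 with DMSO; higher inhibition means more luminescence from relief of DAX-1 repression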
HGIII-sPLA2 inh = Blocks human group III sPLA2 activity. QFRET BODIPY PC-A2 liposome hydrolysis, fluorescence. inhibition, % at 12.2 µM. Q9NZ20. hit rate 0.56% among 370,000;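 active = inhibition above mean plus 3 SD of compounds lying within the high and low control bounds, cut at about 19% in these data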;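 note: 0% = median of test compound wells and 100% = no enzyme DMSO wells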
Target sequence (Q9NZ20 whole entry, looked up): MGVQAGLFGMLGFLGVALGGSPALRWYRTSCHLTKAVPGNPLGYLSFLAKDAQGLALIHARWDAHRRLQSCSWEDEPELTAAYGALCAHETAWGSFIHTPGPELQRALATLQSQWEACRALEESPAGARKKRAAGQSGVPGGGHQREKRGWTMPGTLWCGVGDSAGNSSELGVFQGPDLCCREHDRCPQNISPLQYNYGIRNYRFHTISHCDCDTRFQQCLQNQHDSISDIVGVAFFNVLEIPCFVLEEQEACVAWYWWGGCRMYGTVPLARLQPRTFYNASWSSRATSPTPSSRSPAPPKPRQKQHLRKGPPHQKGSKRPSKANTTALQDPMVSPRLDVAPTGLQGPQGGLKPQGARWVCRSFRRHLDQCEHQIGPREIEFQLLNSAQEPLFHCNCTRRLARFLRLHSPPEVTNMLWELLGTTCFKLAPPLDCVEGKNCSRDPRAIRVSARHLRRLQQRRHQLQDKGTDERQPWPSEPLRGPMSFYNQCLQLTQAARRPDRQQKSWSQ
DAX1 inh-2 = NR0B1 (DAX1) inhibition | P51843 | HEK293 Gal4-DAX1 luciferase reporter, luminescence | inhibition, % at 6.75 µM | hit rate 0.99% among 340,000 | AID 504766;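 active = inhibition above the mean over all tested compounds plus 3 SD, cut at about 4.2% in these data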;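 note: 0% = DAX1-transfected cells with DMSO and 100% = empty-vector control cells with DMSO; inhibition shows as a rise in luminescence from relieved DAX1 repression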
Target sequence (P51843 207-470 limits assumed): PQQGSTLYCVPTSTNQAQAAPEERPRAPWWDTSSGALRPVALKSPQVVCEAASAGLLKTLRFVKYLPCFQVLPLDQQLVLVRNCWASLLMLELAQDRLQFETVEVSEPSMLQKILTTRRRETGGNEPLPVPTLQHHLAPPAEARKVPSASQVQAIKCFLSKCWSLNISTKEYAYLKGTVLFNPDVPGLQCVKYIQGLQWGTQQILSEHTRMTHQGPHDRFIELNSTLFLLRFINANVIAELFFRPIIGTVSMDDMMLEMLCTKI
proKLK7 act = activates the human kallikrein-7 zymogen; P49862; purified proKLK7, EDANS-DABCYL substrate fluorescence; 100% is mature enzyme control, 0% vehicle; activation, % at 7 µM; hit rate 0.9% among 370,000;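 active = activation above the mean of all tested compounds plus 3 SD, computed per campaign excluding outliers beyond control limits, cut at about 13% in these data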
Target sequence (P49862 whole entry, looked up): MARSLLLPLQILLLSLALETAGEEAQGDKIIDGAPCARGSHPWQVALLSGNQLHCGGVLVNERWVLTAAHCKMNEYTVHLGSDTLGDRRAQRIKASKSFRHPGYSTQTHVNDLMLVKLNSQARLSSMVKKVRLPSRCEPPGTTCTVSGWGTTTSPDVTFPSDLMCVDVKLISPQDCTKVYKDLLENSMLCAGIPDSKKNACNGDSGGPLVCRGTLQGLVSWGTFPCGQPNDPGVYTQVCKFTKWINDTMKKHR
ssDAF-12 act = S. stercoralis DAF-12 activation, primary screen | activation, % at 6.8 µM | hit rate 1% among 370,000 | AID 652126 | HEK293 ssDAF-12/GRIP1 lit1-tk-luc reporter, luminescence; % of 3 µM dafachronic acid response;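 active = activation above the mean over all tested compounds plus 3 SD, cut at about 0.9% in these data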;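 note: 0% = DMSO-only wells and 100% = 3 µM delta7-dafachronic acid wells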
hgDAF-12 ag = hgDAF-12 agonism, primary luciferase screen. HEK293 GAL4-hgDAF12 UAS-luciferase reporter, agonist luminescence; normalized to butyrate control. activation, % at 6.8 µM. hit rate 1.8% among 370,000;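 active = activation above a cutoff set at the mean of all screened compounds plus 3 SD, cut at about 10% in these data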;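 note: 0% = DMSO wells and 100% = sodium butyrate wells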
GC-B act = GC-B (human) receptor activation | HEK293-GC-B cells, CNP EC30, cGMP TR-FRET; 0% at EC30 CNP, 100% saturating CNP | hit rate 0.11% among 370,000 | activation, % at 10 µM;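 active = activation at 10 µM reaching about 35% in either raw or pattern-adjusted values, limit read from the data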
GAA850 FXN act = activators of GAA850 frataxin (FXN) promoter | HEK293 lucGAA850 FXN promoter luciferase reporter, 24 h; percent of 10 µM SAHA response | AID 540364 | hit rate 0.56% among 360,000 | activation, % at 6 µM;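 active = activation above the average of all compounds screened plus 3 SD, cutoff fixed separately per campaign, cut at about 7.5% in these data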;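 note: 0% = DMSO wells and 100% = 10 µM SAHA wells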
hcDAF-12 act = activates DAF-12 receptor from parasite H. contortus; HEK293 hcDAF-12 lit1-tk-luc reporter, luminescence; 0% DMSO, 100% Δ7-dafachronic acid; activation, % at 6.8 µM; hit rate 1.4% among 370,000; AID 652067;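 active = activation above the mean of all tested compounds plus 3 SD, cut at about 5.5% in these data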;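 note: 100% = response to 3 µM Δ7-dafachronic acid high control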
NPR1 activator = GC-A (human) enzyme activation | activation, % at 10 µM | hit rate 0.14% among 370,000 | HEK293 GC-A cells, cGMP TR-FRET, EC30 ANP; 0% at EC30 ANP, 100% saturating ANP; in the data active = activation above about 40%
SMARCA2 act = SMARCA2 function activation, primary screen; MG213 cells, MMTV-luciferase reporter, dexamethasone, overnight; activation, % at 9.1 µM; hit rate 1% among 370,000; AID 652017; in the data active = activation above about 7.8%;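 note: 0% = vehicle wells and 100% = reference activator wells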
An asterisk follows results filed as active; nt = not tested or not shown.

SMILES	DAX1 inh-1	HGIII-sPLA2 inh	DAX1 inh-2	proKLK7 act	ssDAF-12 act	hgDAF-12 ag	GC-B act	GAA850 FXN act	hcDAF-12 act	NPR1 activator	SMARCA2 act
O=[N+]([O-])c1c(NCCO)cc(N2CCC3(CC2)OCCO3)c2nonc12	-0.7	-9	-0.2	0.9	-1.4	-2.1	-7	1.8	-1.2	-5	2
COc1ccc(S(=O)(=O)Nc2ccc(NC(C)=O)cc2)cc1OC	0.9	-4	-0.1	-0.2	-1.9	1.8	3	-3.1	-0.5	2	1
Cc1ccc2nc(-c3ccco3)c(Cc3ccccc3)n2c1	1.5	-5	nt	-2.4	-0.7	0.5	13	nt	0.6	12	0
COc1ccccc1NS(=O)(=O)c1cc(N/C(=N/S(=O)(=O)c2ccccc2)c2ccc(F)cc2)ccc1Cl	-1.0	-16	0.8	0.5	-1.8	-3.9	1	-1.8	-0.4	-3	-5
CC1Cc2ccccc2N1CC(=O)NCc1ccc2c(c1)OCO2 (stereo unspecified)	0.2	4	0.8	0.2	-1.4	2.1	-6	-0.2	0.6	-6	3
COc1ccc(/C=C2\NC(=S)N(CC3CCCO3)C2=O)c(OC)c1C (stereo unspecified)	-0.3	10	-1.6	0.1	-1.6	-1.4	8	-2.2	-1.5	7	1
Cc1cc(F)cc(-c2cc(C(=O)NCC3CCCCC3)[nH]n2)c1	0.2	0	nt	0.7	-2.0	0.2	0	1.7	-1.3	7	-2
CC(C)(O)C#Cc1ccccc1C(=O)NC(CC(N)=O)C(=O)O (stereo unspecified)	0.2	0	1.2	-0.3	-0.6	0.7	8	-0.2	0.4	2	0
O=C(Cn1c(-c2cncs2)nc2ccccc21)NC1CCCCC1	0.7	11	nt	-0.7	-0.6	1.0	3	nt	-0.1	-1	-5
COc1ccc(/C=N/NC(=O)c2ccc(CN3c4cccc5cccc(c45)S3(=O)=O)cc2)cc1	-0.3	0	-1.7	-27	-1.7	2.1	0	0.3	-4.3	-2	-6
O=[N+]([O-])c1ccc(-c2c(-c3ccccc3)ncc3ccc(F)cc23)cc1	-0.3	2	-0.7	-0.4	-1.3	3.1	-3	1.1	-0.7	-3	4
O=C1NC(=O)C2(CCCCCCC2)N1	-0.9	1	0.3	1.0	-0.8	0.4	3	-1.0	-1.7	4	2
COCCSc1nnc(NS(=O)(=O)c2ccc(F)cc2)s1	-0.1	-3	-0.7	-0.1	-0.7	2.9	4	0.5	-0.8	0	-1
O=C(CSc1nnnn1-c1ccc(F)cc1)c1ccc(O)c(O)c1	0.6	-6	-1.6	0.2	-0.2	-1.4	-2	12*	1.4	4	-2
CN(C)S(=O)(=O)c1cccc(C(=O)C2=C3SC=C(c4ccccc4)N3CC2)c1	-0.3	-6	-0.1	-1.1	-1.1	-0.3	5	1.6	-1.5	6	-3
COc1ccc(/C=N\N2CCN(Cc3ccccc3Cl)CC2)cc1	-0.8	3	-0.7	0.1	-1.3	-1.9	1	-1.2	-2.5	0	-3
Cc1cccc(C)c1OCC(=O)N(Cc1cccs1)C1CCS(=O)(=O)C1 (stereo unspecified)	-0.1	0	3.9	0.7	-1.4	-2.1	-6	1.1	0.1	-5	-3
CC(C)(C)c1ccc(/C=C2/SC(N3CCCC3)=NC2=O)cc1	-0.6	-5	nt	0.1	-1.6	0.5	3	-0.3	-2.3	-6	1
CN(C)S(=O)(=O)c1ccc(C(=O)Nc2ccc(OCC(=O)N3CCOCC3)cc2)cc1	0.1	3	-1.1	-0.5	-1.0	-0.6	-6	-1.1	-0.5	2	0
O=C(Nc1nc2c(Cl)cccc2s1)c1ccc(Br)o1	0.0	-11	0.4	0.4	-1.0	3.9	-3	-0.1	1.2	8	1
C=CCNc1oc(COc2ccc(C)cc2)nc1C#N	-0.8	3	-0.9	-0.2	-0.8	0.1	4	2.0	2.2	6	-2
Cc1csc(SCC(=O)Nc2c(C)n(C)n(-c3ccccc3)c2=O)n1	-0.4	-1	0.1	-0.1	-1.7	-0.4	4	-1.2	-1.3	3	0
CS(=O)(=O)N(CC(=O)Nc1cccc([N+](=O)[O-])c1)c1ccccc1F	-0.2	-6	2.4	-0.1	-1.3	5.4	-1	-0.1	-0.2	-2	-1
O=c1c2c(nc3nc(SCc4ccccc4)[nH]n13)CCC2	-0.3	1	-1.3	0.1	-1.2	0.3	6	-2.3	3.5	-3	1
CC(C)c1ccc(Nc2ccc(C(=O)O)cc2[N+](=O)[O-])cc1	0.2	-13	-1.6	0.7	0.2	0.2	5	0.4	3.5	3	1
COc1cccc(C(=O)N2CCN(c3ccccn3)CC2)c1	0.1	-5	2.4	0.7	-1.2	0.3	1	-0.9	-1.1	0	-1
Cc1ccc(-c2cc(C(=O)NCc3ccccn3)c3ccccc3n2)cc1	-0.4	-8	-1.2	-3.5	-1.4	1.7	1	1.9	0.6	2	2
O=C(Nc1cc([N+](=O)[O-])ccc1Cl)c1cccnc1	-0.3	9	-0.9	-0.1	-1.2	1.0	2	-0.5	-2.6	-7	-5
Cc1cnc(NC(=O)C2CC(=O)N(c3cccc(Cl)c3)C2)s1 (stereo unspecified)	1.4	-1	1.1	0.0	-0.8	7.4	37*	6.7	2.0	14	1
CC1CCN(c2ccc(C(=O)O)cc2NS(=O)(=O)c2ccccc2[N+](=O)[O-])CC1	-0.4	-13	nt	0.2	-1.3	3.5	-4	nt	-1.3	0	-1
Cc1c(C(=O)N2CCCCC2)c(S(=O)(=O)NCCc2ccc(S(N)(=O)=O)cc2)c(C)n1C	1.1	7	1.0	0.3	-1.1	0.1	1	1.6	-0.9	6	-1
O=C(CSc1nc(O)c(Cc2ccccc2)c(=O)[nH]1)Nc1nnc(SCc2ccccc2)s1	-0.1	-8	-0.5	-0.2	-0.8	-1.6	4	2.5	-2.1	0	3
CC(C)CC(=O)NC(=S)Nc1cccc(NC(=O)c2ccccc2Cl)c1	1.2	-1	-0.9	0.0	-0.9	-1.5	1	0.7	-2.5	3	-3
O=S(=O)(Nc1ccc(-n2cnnn2)cc1)c1ccc(Cl)s1	-1.4	-9	1.9	0.4	-0.8	-2.1	-2	0.3	0.0	1	-1
CC(C)NC(=O)C1(C)CCN1C(=O)C/C=C/c1ccccc1 (stereo unspecified)	-0.3	0	nt	-0.8	0.0	-1.8	-5	1.7	0.2	-2	-5
COc1cc(/C=C2\N=C(C)OC2=O)cc(OC)c1OC	-0.4	1	-1.0	0.4	-1.1	1.5	-14	1.4	-2.6	5	1
C[C@@H]1COC(=O)[C@H](CC(=O)OC(C)(C)C)C/C=C\C[C@@H](CC(=O)N(CCO)Cc2ccccc2)C(=O)N1	0.4	-1	0.2	-0.1	-1.3	1.6	6	2.4	-2.3	2	1
C=CCNc1nc(S(=O)Cc2ccc(C)cc2)nc2c1CCCC2 (stereo unspecified)	-0.7	3	1.1	-0.9	-1.1	-1.4	-1	2.3	-1.1	2	1
CC(=O)c1ccc(NC(=O)CN2C(=O)CCC2=O)cc1	0.0	1	0.7	-0.1	-0.7	-0.4	nt	-1.4	-0.6	nt	0
CCOc1ccc(N=C2NC(=O)C(CC(=O)Nc3ccc(OC)cc3)S2)cc1 (stereo unspecified)	-0.2	1	0.3	-0.4	-1.3	-1.1	-6	-0.6	-0.4	-4	-2
O=C(Nc1ccc(Cl)cc1)N[C@H]1CC[C@H](CCn2cc(-c3ccccc3F)nn2)O[C@@H]1CO	-1.0	-5	nt	-1.3	-1.4	-2.1	8	nt	-0.9	0	-9
O=C(Nc1cccc(F)c1)c1cccnc1	-0.3	1	-0.5	0.0	-0.6	-1.0	4	-1.2	-2.9	0	1
CC(C)C(NS(=O)(=O)c1ccc(Br)s1)C(=O)O (stereo unspecified)	-0.1	0	0.2	-0.2	-1.3	-0.8	4	1.8	0.3	4	1
O=C(c1ccc(N2CCCCC2)c([N+](=O)[O-])c1)N1CCN(c2ccccn2)CC1	0.3	2	0.5	0.1	-1.0	1.0	-3	-0.2	-1.7	-3	0
Cc1ccc2nc(N3CCOCC3)c(C=O)c(=O)n2c1	0.2	11	-0.3	-0.4	-1.4	7.3	3	-1.6	0.0	4	-1
CC(C)NC(=O)Cn1nnc(-c2ccc(Cl)cc2)n1	0.1	-1	-0.5	-0.3	-1.3	0.5	-2	3.0	-1.8	4	-1
COCC1CCN(C(=O)c2cc(COc3ccc4ncccc4c3)on2)CC1	-2.5	-3	-2.1	-0.3	-1.0	-4.1	3	-0.9	-1.9	-3	-6
COCCN(C(=O)CSc1n[nH]c(-c2ccccc2)n1)c1c(N)n(CC(C)C)c(=O)[nH]c1=O	1.2	-2	0.1	-0.3	-1.4	-0.1	0	2.2	-0.6	1	0
Cc1nc(NC(=O)c2cc3c(s2)CCCCC3)sc1C(=O)N(C)C	0.9	3	0.1	0.5	-1.1	6.8	0	4.1	0.2	4	4
Cc1ccc(C(=O)NC(=C(Cl)Cl)S(=O)(=O)c2ccc(C)cc2)cc1	-1.3	-12	-1.7	-0.3	-1.0	-8.5	-1	-1.2	-2.3	0	1
CN1C(=C2C(=O)OC(C)(C)OC2=O)Sc2ccccc21	2.2	5	3.1	1.3	-1.1	8.3	0	3.5	1.6	7	5
CCN(CCCNC(=O)CCC(=O)N1CCOc2ccccc21)Cc1ccccc1	1.1	-2	0.3	0.5	-1.2	-0.2	1	-2.4	1.2	0	0
Oc1ccc(Oc2ccccc2F)c2cccnc12	nt	25*	nt	nt	-0.9	2.2	-4	nt	5.7*	7	nt
COC(=O)Cc1c(C(=O)OC)nnn1-c1ccc(OC(F)(F)F)cc1	-0.1	-3	1.4	-0.4	-1.5	0.0	3	1.4	-1.2	3	1
COc1ccc(NC(=S)NC(NC(=O)c2cccc3ccccc23)C(Cl)(Cl)Cl)c([N+](=O)[O-])c1 (stereo unspecified)	-0.5	4	-0.6	-0.8	-0.9	0.4	-1	-2.8	-1.9	-9	-3
COc1ccccc1-c1cccc(-c2nc(C(=O)N3CCCCC3)cc3c2[C@H](CCO)N(S(=O)C(C)(C)C)C3)c1 (stereo partly specified)	-3.0	-4	nt	0.3	-1.1	-2.6	9	nt	0.6	8	-3
CCOC(=O)C1CCCCN1Cc1ccc(F)c(Br)c1 (stereo unspecified)	0.3	1	1.4	-0.2	-0.9	1.2	-8	0.4	-1.9	-6	0
CC(C)[C@H]1Cn2nnc(-c3ccccc3)c2Cn2c3ccccc3c(=O)n21	-0.4	5	nt	0.4	-0.4	0.7	-4	nt	-0.9	-4	0
Cc1nc(-c2cccnc2)sc1C(N)=O	-0.4	3	-0.1	-0.4	-1.7	3.4	1	-3.1	-2.2	4	-4
O=C(CSCc1c(Cl)cccc1Cl)Nc1cccnc1	1.1	-6	-0.4	0.0	-1.9	-1.4	1	-0.4	-0.3	1	-2

An excerpt from above, limited to DAX1 inh-1, hgDAF-12 ag and NPR1 activator.
| molecule | DAX1 inh-1 | hgDAF-12 ag | NPR1 activator |
| --- | --- | --- | --- |
| O=C(c1ccc(N2CCCCC2)c([N+](=O)[O-])c1)N1CCN(c2ccccn2)CC1 | 0.3 | 1.0 | -3 |
| Cc1cc(F)cc(-c2cc(C(=O)NCC3CCCCC3)[nH]n2)c1 | 0.2 | 0.2 | 7 |
